GBA activity up: enhancers of human beta-glucosidase activity in Gaucher fibroblasts | L444P Gaucher fibroblasts, 4-MU-glucoside fluorescence, 3 days | activation, % at 10 µM | 30,000 tested, 0.44% active | AID 784; in the data active means activation above about 65%;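 further: 0% = vehicle wells and 100% = positive control wells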
Target sequence (P04062 whole entry L483P): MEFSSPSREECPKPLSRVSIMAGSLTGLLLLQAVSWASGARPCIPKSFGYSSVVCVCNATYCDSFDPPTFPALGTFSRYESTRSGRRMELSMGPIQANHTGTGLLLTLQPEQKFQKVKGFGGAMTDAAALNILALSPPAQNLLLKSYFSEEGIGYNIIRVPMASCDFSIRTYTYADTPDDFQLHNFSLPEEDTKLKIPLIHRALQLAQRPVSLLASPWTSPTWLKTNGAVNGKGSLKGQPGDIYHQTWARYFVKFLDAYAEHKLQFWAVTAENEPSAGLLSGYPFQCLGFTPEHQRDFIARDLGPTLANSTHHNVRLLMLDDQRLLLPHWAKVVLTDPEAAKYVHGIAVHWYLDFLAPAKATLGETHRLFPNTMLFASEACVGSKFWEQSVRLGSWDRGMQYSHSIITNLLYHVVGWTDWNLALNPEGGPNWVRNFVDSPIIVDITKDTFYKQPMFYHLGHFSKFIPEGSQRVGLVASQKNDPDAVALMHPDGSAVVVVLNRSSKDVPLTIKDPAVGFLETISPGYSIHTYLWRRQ
Numbers without * were called inactive. These rows are one share of the data; the hit share may differ from the screen's.

Cc1csc(SCc2ccccc2C(=O)O)n1
  GBA activity up: -17
Clc1ccc(CSc2nnc(-c3cccnc3)n2Cc2ccco2)c(Cl)c1
  GBA activity up: -41
COc1cc(C2C(C#N)=C(N)Oc3cc(C)oc(=O)c32)ccc1OC(=O)N1CCOCC1 (stereo not given)
  GBA activity up: -1
Cc1nn(Cc2ccccc2)c(C)c1NC(=O)c1cc(-c2ccco2)on1
  GBA activity up: -6
COC(=O)c1ccccc1NC(=O)C1CC=CCC1C(=O)O (stereo not given)
  GBA activity up: -26
Clc1cccc(-c2nnc3sc(-c4ccccc4)nn23)c1
  GBA activity up: 5
CCOC(=O)C1=C(C)N(C)C(=O)NC1c1cccc(O)c1 (stereo not given)
  GBA activity up: -10
COCCNc1nc2c(c(=O)n(C)c(=O)n2C)n1Cc1cccc(C)c1
  GBA activity up: 5
CN(C(=O)c1cccnc1)c1nc(-c2ccccc2)cs1
  GBA activity up: -4
CCOC(=O)C1CCN(c2ncnc3c2oc2ccc(Br)cc23)CC1
  GBA activity up: 8

CCn1c2c(c3cc(C(=O)O)ccc31)CCCC2=O
  GBA activity up: 7
Cc1cc(C)c(S(=O)(=O)N2CCN(c3nc4c(c(=O)n(C)c(=O)n4C)n3C)CC2)c(C)c1
  GBA activity up: -8
Cc1noc(C)c1S(=O)(=O)N(C)CC(=O)NCc1ccccc1
  GBA activity up: -4
O=S(=O)(c1ccc(Cl)cc1)c1ccccn1
  GBA activity up: -13
O=C(CSc1n[nH]c(-c2ccco2)n1)N1c2ccccc2Sc2ccccc21
  GBA activity up: 36
O=C1NCCN1Cc1cccc(Cl)c1
  GBA activity up: -20
N#Cc1c(NC(=O)c2ccc(Cn3cc(Br)cn3)o2)sc2c1CCCCCC2
  GBA activity up: 14
COCCN(CC(=O)Nc1cccc(C)c1)S(=O)(=O)c1ccc(S(=O)(=O)N2CCCC2)cc1
  GBA activity up: -15
Cc1cc2c(c(Sc3ccccc3)n1)C(=O)OC2
  GBA activity up: -6
Cc1ccc(C(=O)/C=C/Nc2ccccc2C(N)=O)o1
  GBA activity up: -1

COc1cc(C(=O)Nc2nc(OC)c(-c3ccccc3)c(OC)n2)cc(OC)c1OC
  GBA activity up: 4
O=C(NCc1ccco1)C1CCCCN1S(=O)(=O)c1ccc(F)cc1 (stereo not given)
  GBA activity up: -42
CCc1ccccc1N(C)C(=O)CCc1nc(-c2ccc(C)cc2)no1
  GBA activity up: -14
CCCc1nc2ccccc2c(=O)n1/N=C/c1ccc(O)c(O)c1
  GBA activity up: -37
O=C(CCc1ccc(S(=O)(=O)N2CCOCC2)cc1)NCCCN1CCCC1=O
  GBA activity up: -3
CCOc1ccc(NC(=O)C2CCC(N3C(=O)C4CC=CCC4C3=O)CC2)cc1 (stereo not given)
  GBA activity up: -18
COc1ccc(NC(=O)CSc2nccn2-c2cccc(OC)c2)cc1
  GBA activity up: -3
C=CC(=C)CC(NC)c1ccccc1 (stereo not given)
  GBA activity up: -15
COC(=O)c1ccccc1NC(=O)CN1CCC(C(=O)c2ccc3c(c2)OCCO3)CC1
  GBA activity up: 0
O=C(NC1CCN(Cc2ccccc2)CC1)C1CCN(S(=O)(=O)c2cccc3nsnc23)CC1
  GBA activity up: 37

COc1ccc(S(=O)(=O)N2CCCC2C(=O)Nn2cnnc2)cc1 (stereo not given)
  GBA activity up: -12
COCCNC(=O)c1ccc(N2CCCCC2)c(NS(=O)(=O)c2ccc(C)cc2)c1
  GBA activity up: 5
O=C(NC1CCCC1)C(c1ccc(O)cc1)N(CC1CCCO1)C(=O)C1COc2ccccc2O1 (stereo not given)
  GBA activity up: -47
CCc1nnc(NC(=O)CCC(=O)N2CCN(Cc3ccccc3)CC2)s1
  GBA activity up: 14
CCNc1nc(N)nc(Oc2ccc(C(=O)OC)cc2)n1
  GBA activity up: 5
CS(=O)(=O)N(CC(=O)NCc1ccco1)Cc1ccc(Cl)cc1
  GBA activity up: -22
COc1cccc(NC(=O)N(Cc2ccco2)C(C)c2cccs2)c1 (stereo not given)
  GBA activity up: 3
c1cnc(N2CCN(c3nc4ccccc4n4cnnc34)CC2)nc1
  GBA activity up: 26
Cc1nn(-c2cc(N3CCCCC3)ccc2N)c(=O)c2ccccc12
  GBA activity up: 22
CCOC(=O)c1nn(-c2ccc3c(c2)CCN3C(C)=O)cc1O
  GBA activity up: -23

CC(=O)Nc1cccc(NC(=O)CSc2nnnn2Cc2ccccc2)c1
  GBA activity up: 0
CCS(=O)(=O)n1nc(-c2ccc(C)cc2)nc1N
  GBA activity up: -14
O=C(NCCO)c1c(O)c2cccc3c2n(c1=O)CC3
  GBA activity up: -3
Cc1cc(C)c2cc(C(c3nnnn3C3CCCC3)N3CCOCC3)c(=O)[nH]c2c1 (stereo not given)
  GBA activity up: -4
O=c1c2ccccc2ncn1Cc1nc2ccccc2s1
  GBA activity up: -23
COCCn1cc(C(=O)N2CCCC(C)C2)c2c3ccccc3n(C)c2c1=O (stereo not given)
  GBA activity up: -43
COCCCn1c(SCC(=O)N2CCCC(C)C2)nnc1-c1ccco1 (stereo not given)
  GBA activity up: -45
Cc1cc(C)n(S(=O)(=O)c2cc(Cl)ccc2Cl)n1
  GBA activity up: -6
Cc1c(Cl)ccc2c1NC(=O)[C@]21[C@@H]2C(=O)N(Cc3ccccc3)C(=O)[C@@H]2[C@@H]2CCCN21
  GBA activity up: -38
CCc1c(C)c(C#N)c2nc3ccccc3n2c1Nc1c(C)n(C)n(-c2ccccc2)c1=O
  GBA activity up: -42

Cc1ccc2cc(C)c(N3CCN(c4ccccn4)CC3)nc2c1
  GBA activity up: -13
Cc1cc(C)c(C#N)c(N2CCCC(C(N)=O)C2)n1 (stereo not given)
  GBA activity up: -12
O=C(CNS(=O)(=O)c1ccc(Br)s1)N1CCN(c2ncccn2)CC1
  GBA activity up: 11
O=C(c1cnn2c(C(F)F)cc(-c3ccccc3)nc12)N1CCN2CCCC2C1 (stereo not given)
  GBA activity up: -7
Cc1cc(C)c(NC(=O)CN2C(=O)NC3(CCCCC3)C2=O)c(Cl)c1
  GBA activity up: 8
CCOC(=O)c1c(NCc2ccc3c(c2)OCO3)c2ccccc2[nH]c1=O
  GBA activity up: -7
O=C(Nc1cccc(Cl)c1)N(CCN1CCOCC1)Cc1cccc(Cl)c1
  GBA activity up: -17
Cc1ccc(-c2noc(CCC(=O)Nc3ccc(C)cn3)n2)cc1
  GBA activity up: -6
Cc1ccc(S(=O)(=O)Nc2cc(C(=O)NCCN(C)C)ccc2N2CCCCC2)cc1
  GBA activity up: 24
CC(=O)Nc1cccc(NC(=O)C2CCCN2C(=O)Nc2ccc(Cl)cc2)c1 (stereo not given)
  GBA activity up: -16

Molecules listed so far that contain fluorine (two):
O=C(NCc1ccco1)C1CCCCN1S(=O)(=O)c1ccc(F)cc1 (stereo not given)
  GBA activity up: -42
O=C(c1cnn2c(C(F)F)cc(-c3ccccc3)nc12)N1CCN2CCCC2C1 (stereo not given)
  GBA activity up: -7

Following part:
SMILES,GBA activity up
Nc1nonc1-c1nc2ccccc2n1CC(=O)N1CCCCC1,-1
CC(C)NC(=O)c1ccc(-c2ccccc2C(F)(F)F)o1,-9
Cc1cc(C(=O)CNCc2ccco2)c(C)n1-c1ccc(F)cc1,-15
COCc1nc2ccccc2n1Cc1ccc(Br)cc1,-19
COCCN1Cc2cccc(C(=O)Nc3cccc(OC)c3)c2C1=O,16
COC(=O)CCC(NC(=O)OCc1ccccc1)C(=O)NC(CC(C)C)C(=O)OC (stereo not given),-19
CC[N+](CC)(CCO)CCCN1C(=O)C2CC=C(Cl)CC2C1=O (stereo not given),-13
Cc1cccc(NC(=O)c2cc(-c3ccco3)nc3ccccc23)n1,14
C=CCN(C(=O)CCC(=O)Nc1cc(C)on1)C(C(=O)NC(C)(C)C)c1cccc(OC)c1OC (stereo not given),-38
CCOc1ccc(-c2nnc(NC(=O)CCCOc3cccc(C)c3)o2)cc1,0
O=C(NCc1ccco1)C1Cc2ccccc2CN1S(=O)(=O)c1ccccc1F (stereo not given),-1
Cc1cc2oc(=O)cc(C)c2cc1NC(=O)CCC(=O)O,-1
CC1=C(C)C(=O)N(c2ccc(C(=O)O)cc2)C1=O,-3
COc1cccc(N2C(=O)C3C(C2=O)C2C=CC3C23CC3)c1 (stereo not given),5
CNCCCc1[nH]nc(N)c1C#N,-18
O=C(O)C1CCCCC1C(=O)N1CC=C(c2ccccc2)CC1 (stereo not given),-50
CN1CCN(CCCn2cnc3c(=O)oc4ccccc4c32)CC1,-13
COc1ccccc1Oc1c(C)oc2cc(OC(=O)c3ccco3)ccc2c1=O,-3
CC(=O)N1c2ccccc2C(=O)C1N1CCCCC1 (stereo not given),0
Cn1cnc(S(=O)(=O)NCc2cccs2)c1,6
O=c1[nH]c(=O)n(C2CCCCCC2)c(O)c1C=NCc1ccc(F)cc1,-6
Cc1c(C(=O)OCc2ccccc2)nnn1-c1nonc1N,-5
CC(C)OCCCNC(=O)Cn1nc(-c2ccccc2)ccc1=O,-4
Clc1c(-c2nnc3n2CCCCC3)sc2ccccc12,0
O=C(Nc1ccccc1)c1cccnc1Nc1ccccc1,-10

Structural class: the entries above with an NH in an aromatic ring
SMILES,GBA activity up
O=C(CSc1n[nH]c(-c2ccco2)n1)N1c2ccccc2Sc2ccccc21,36
Cc1cc(C)c2cc(C(c3nnnn3C3CCCC3)N3CCOCC3)c(=O)[nH]c2c1 (stereo not given),-4
CCOC(=O)c1c(NCc2ccc3c(c2)OCO3)c2ccccc2[nH]c1=O,-7
CNCCCc1[nH]nc(N)c1C#N,-18
O=c1[nH]c(=O)n(C2CCCCCC2)c(O)c1C=NCc1ccc(F)cc1,-6

More results follow:
SMILES,GBA activity up
O=C(OC(C(=O)NCc1ccc2c(c1)OCO2)c1ccccc1F)c1ccco1 (stereo not given),2
CC(=O)c1ccc(NC(=O)CCc2c(C)nc3ncnn3c2C)cc1,-21
Cc1noc(C)c1C(=O)OCC(=O)/C=C1\N(C)c2ccccc2C1(C)C,-9
CCOC(=O)c1c(N)n(CCOC(=O)c2cccs2)c2nc3ccccc3nc12,-13
Cc1cc(C(=O)Nc2ccc(S(=O)(=O)N3CCCC3)cc2)cs1,11
CCCCNC(=O)c1cc(-c2ccc(F)cc2)on1,14
Cc1nc2ccc(S(=O)(=O)NCC(=O)N3CCc4ccccc4C3)cc2s1,-10
COc1ccc(CCNC(=O)C(C)OC(=O)c2ccco2)cc1OC (stereo not given),0
CCCCNC(=O)c1cn(C)c2ccc(S(=O)(=O)N3CCOCC3)cc2c1=O,-14
CCC(=O)Nc1cccc(C(=O)c2ccccc2)c1,-7
COCC(=O)NC(C)c1nc2ccccc2[nH]1 (stereo not given),-5
CCCCCSc1nc2c(cnn2-c2ccccc2)c(=O)[nH]1,-19
O=c1cc(CSc2nnnn2-c2ccccc2)[nH]c2[nH]n(-c3ccccc3)c(=O)c12,2
COc1cccc(CC(=O)NCC2COc3ccccc3O2)c1OC (stereo not given),-1
COC(=O)c1sc(=S)n(-c2ccccc2)c1N,1
O=C(Nc1nc2c(s1)CCCC2)c1ccc(Br)o1,36
Brc1ccc(-c2nc(-c3ccncc3)no2)o1,14
CCC(=O)N(Cc1ccco1)c1nc(-c2ccccc2)cs1,-7
Cn1c(=O)cc(OCCCC(=O)Nc2ccccn2)c2ccccc21,-29
CC(Sc1cccc2cccc(C(=O)O)c12)C(=O)O (stereo not given),-5
CCCCNC(=O)C(NS(=O)(=O)c1cccc2nsnc12)c1ccccc1 (stereo not given),15
O=C(CCNS(=O)(=O)c1cccc2nsnc12)Nc1ccc2c(c1)OCCO2,-5
CCOc1ccc(OCC)c(NC(=O)CSc2nnc(-c3cccnc3)o2)c1,-22
O=NC1=C(c2c(O)[nH]c3ccccc23)CCCC1,-28
COc1ccc(C2NC(=O)CS2)cc1OC (stereo not given),-19

An excerpt from further up, for reference:
SMILES,GBA activity up
O=C(CCNS(=O)(=O)c1cccc2nsnc12)Nc1ccc2c(c1)OCCO2,-5
CCOc1ccc(OCC)c(NC(=O)CSc2nnc(-c3cccnc3)o2)c1,-22
O=NC1=C(c2c(O)[nH]c3ccccc23)CCCC1,-28
COc1ccc(C2NC(=O)CS2)cc1OC (stereo not given),-19

The list continues.
SMILES,GBA activity up
CCc1nc(N)c(C#N)c(-c2ccccc2OC)c1C,-28
Cn1c(SCc2ccccc2)nnc1-c1ccncc1,12
COc1ccc(-c2nc(S(=O)(=O)c3ccc(C)cc3)c(N3CCCC3)o2)cc1,-13
Cc1ccc(N2CC(C(=O)Oc3cccc(N4C(=O)CCC4=O)c3)CC2=O)cc1 (stereo not given),13
N#Cc1c(/N=C/c2ccco2)sc2c1CCC2,-26
O=C(Cc1cccs1)Nc1nnc(CCc2ccccc2)s1,-4
O=C(CSc1ncc(-c2ccc(F)cc2)[nH]1)Nc1cccc(O)c1,3
COc1ccccc1N1CCN(S(=O)(=O)c2ccc(Cl)s2)CC1,-57
CCOC(=O)c1sc(NC(NC(=O)c2ccco2)(C(=O)OC)C(F)(F)F)nc1C (stereo not given),-1
COc1ccc(-c2coc3cc(O)cc(O)c3c2=O)cc1,-18
CCc1cc2ccc(C)cc2nc1SCC(=O)N1CCN(C(=O)c2ccco2)CC1,-6
CCCCN1C2CCCC1CC(NC(=O)c1ccc(OC)c(OC)c1)C2 (stereo not given),-33
CC(C)(C)c1ccc(SCC(N)=O)cc1,-39
Cc1ccc(CN(CC(=O)NCCc2ccccc2)C(=O)CCCC(=O)Nc2cc(C)on2)cc1,-37
CCC(=O)N1CCc2cc(S(=O)(=O)CCC(=O)Nc3ccc(C)c(F)c3)ccc21,0
O=C1C2ON(c3ccc(Br)cc3)C(c3cccnc3)C2C(=O)N1C1CCCCC1 (stereo not given),-25
O=C(c1cccc(Cl)c1)N1CCCC(C(=O)N2CCCCCC2)C1 (stereo not given),-10
COc1ccc(S(=O)(=O)N2CCC(C(=O)N3CCc4ccccc4C3)CC2)cc1,-2
COc1ccc(NC(=O)CSc2nnc(Cc3ccccc3)o2)c(OC)c1,-4
CCCCOc1ccc(C(C)NC(=O)C2CCCN(S(=O)(=O)CC)C2)cc1 (stereo not given),-8
CCOc1c(Br)cc(C(N)=O)cc1OC,-41
Cc1ccc(C)c2[nH]c(=O)c(CN(CCCN(C)C)C(=O)NCc3ccccc3)cc12,2
O=S(=O)(Nc1ccc2c(c1)nc1n2CCN(Cc2ccccc2)C1)c1ccc(Cl)cc1,-57
COC(=O)C1=C(O)CSC1=Nc1cccc(C(F)(F)F)c1,-6
